PTAP TSG101 blk – blocks PTAP/TSG101 interaction to inhibit HIV-1 budding | Fluorescence polarization, FITC-PTAP peptide / Tsg101 binding | Potency, µM (titrated, usually from 115 µM), without a hit: top-dose activity change, negative = inhibition, usual class: inhibitors | 340,000 tested, under 10 active; active = well fitted inhibition curve with a large enough effect in the main read-out, with a control signal flat, not every such curve was filed as active; inconclusive = small, poorly fitted or top-dose-only effect, or effect the other way, or a change in a side signal; inactive = no such curve, though single readings can be large or run the other way; also: potency is read from the fitted curve at half-maximal effect; % of control where 0% means no effect
Target sequence (Q99816 whole entry, looked up): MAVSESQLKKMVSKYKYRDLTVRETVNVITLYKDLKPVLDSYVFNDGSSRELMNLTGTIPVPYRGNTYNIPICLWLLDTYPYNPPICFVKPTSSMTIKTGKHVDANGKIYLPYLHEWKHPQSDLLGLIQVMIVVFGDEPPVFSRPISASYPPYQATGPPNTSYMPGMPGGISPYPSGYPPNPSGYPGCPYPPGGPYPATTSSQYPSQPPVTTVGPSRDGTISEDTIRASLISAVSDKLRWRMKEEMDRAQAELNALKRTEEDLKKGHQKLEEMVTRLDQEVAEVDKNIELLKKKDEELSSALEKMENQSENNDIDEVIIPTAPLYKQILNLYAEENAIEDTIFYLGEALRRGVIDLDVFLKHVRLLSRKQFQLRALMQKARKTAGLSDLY
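FP read-out: FITC-PTAP peptide, 50 nM final, binding Tsg101 binding domain, 10 uM final; 20 min, r.t.; 10 mM HEPES pH 7.5, 0.15 M NaCl, 0.01% Tween 20, 3 mM EDTA, 0.1 mM TCEP.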
Mito fusion act – blocks mitochondrial division or promotes mitochondrial fusion. 0.23% of 320,000 active. AID 485298. S. cerevisiae fusion-defective mutant growth rescue, CellTiterGlo 48 h. Potency, µM (highest dose often 46.1 µM), without a hit: at the top dose growth rescue (activation), actives largely listed as activators;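 also: potency is read from the fitted curve at half-maximal effect; % of control where 0% means no effect; nearly all actives have a fitted effect of over 45% in size; temperature-sensitive fusion mutants such as fzo1-1 at 37 °C on non-fermentable ethanol glycerol medium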
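Yeast fusion mutant, YPEG (non-fermentable carbon), compound, 48 h at 37C non-permissive; CellTiterGlo added, 10 min RT, luminescence read. Rescued growth = division inhibition.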
ELG1 repair inh – blocks ELG1-dependent DNA repair in HEK293T cells. Potency, µM (highest dose often 46.1 µM), for inactives: at the top dose activity change, negative = inhibition, most hits filed as inhibitors. AID 504467. 2.3% of 330,000 active. HEK293T ELG1-luciferase reporter, luminescence, 16 h; DNA damage induced by 5-fluorouridine; also: potency is read from the fitted curve at half-maximal effect; % is scaled to controls: 0 for no effect and ±100 for the full control effect; nearly all actives have a fitted effect of over 55% in size
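Step one: seed 2,000 cells per well. Step two: pin-transfer compound or DMSO alongside 5-fluorouridine. Step three: incubate 16 hr, 37 °C, 5% CO2. Step four: add ONE-Glo, wait 30 min, read luminescence.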
Tb PFK block – T. brucei PFK enzyme inhibition; T. brucei PFK, ADP-Glo luminescence; O15648; 0.17% of 330,000 active; Potency, µM (series often up to 57.5 µM), for inactives: at the highest dose activity, negative = inhibition, usual class: inhibitors;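 also: potency is read from the fitted curve at half-maximal effect; 0% = uninhibited 1x PFK enzyme wells and -100% = no-enzyme wells; nearly all actives have a fitted effect of over 60% in size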
Target sequence (O15648 whole entry, looked up): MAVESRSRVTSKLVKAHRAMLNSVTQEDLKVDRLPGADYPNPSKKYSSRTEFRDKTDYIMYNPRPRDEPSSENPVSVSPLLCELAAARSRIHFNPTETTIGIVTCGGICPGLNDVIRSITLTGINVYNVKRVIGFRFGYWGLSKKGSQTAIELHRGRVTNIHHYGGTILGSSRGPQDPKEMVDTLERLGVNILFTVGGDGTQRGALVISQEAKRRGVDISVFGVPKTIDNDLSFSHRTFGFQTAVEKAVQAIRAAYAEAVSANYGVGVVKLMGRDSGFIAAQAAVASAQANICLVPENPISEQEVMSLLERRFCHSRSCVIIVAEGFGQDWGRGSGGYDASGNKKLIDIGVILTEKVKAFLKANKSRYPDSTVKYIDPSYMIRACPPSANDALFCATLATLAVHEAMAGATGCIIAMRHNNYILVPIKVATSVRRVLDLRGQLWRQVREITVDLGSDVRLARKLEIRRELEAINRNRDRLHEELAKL
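In TEA buffer at pH 8.0 with 5 mM MgCl2, enzyme (1.25 nM) converted F6P (0.5 mM) and ATP (0.1 mM) for 45 min at room temperature. ADP product was read by luciferase luminescence.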
TCR activator – activates T cell receptor signaling; primary human leukocytes, anti-CD3, IL-2 HTRF, 48 h; Potency, µM (highest dose often 9.22 µM), for inactives: at the top dose activation of IL-2 secretion, actives largely listed as activators; 330,000 tested, under 10 active; also: % of control where 0% means no effect
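Primary human leukocytes receive a-CD3 beads and test compound and are incubated 48 hr. Secreted IL-2 is then assayed by HTRF, measuring 665nm acceptor emission after 320nm excitation of the europium donor.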
Eya2 inh – inhibitors of human Eya2 phosphatase activity; O00167; recombinant Eya2, OMFP fluorescence dephosphorylation (OMFP is methylfluorescein phosphate); Potency, µM (titrated, usually from 76.9 µM), for the others: top-dose activity, negative = inhibition, usual class: inhibitors; 0.006% of 330,000 active; AID 488837; also: potency is read from the fitted curve at half-maximal effect; % is scaled to controls: 0 for no effect and ±100 for the full control effect
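Eya2 (0.2 uM) preincubated 10 min at ambient with compound, then OMFP substrate added at 50 uM; 10 min reaction in 50 mM HEPES pH 7.5, 50 mM NaCl, 5 uM MgCl2, 0.05% BSA, 1 mM DTT. Fluorescence read at Ex 485/Em 525 nm.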
Chronic BCR inh – chronic active BCR signaling inhibition. ABC-DLBCL IkBa-CBG/CBR reporter, luminescence ratio, 4 h. Potency, µM (series often up to 46.1 µM), for the others: at the top dose ratio change, negative = lower green/red ratio, usual class: inhibitors. 0.05% of 340,000 active. AID 493014; active = well fitted inhibition curve with a large enough effect in the signal ratio, with a control signal flat, not every such curve was filed as active; inconclusive = small, poorly fitted or top-dose-only effect, or effect the other way, or a change in a side signal; the % refers to the signal ratio;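 also: potency is read from the fitted curve at half-maximal effect; plate controls were basal doxycycline-induced cells for no effect and cells given 10 µM MG132 for full effect; MG132 reads +100%, hits lower the ratio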
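TMD8 human ABC-DLBCL cells with doxycycline-inducible IκBα–green luciferase fusion and unfused red luciferase, in 0.5% FBS medium; compounds up to 46 uM, 4 h at 37C. Green/red luminescence ratio, filter-overlap corrected, fitted to concentration-response curves.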
TSHR antag – blocks TSH signaling through the human TSH receptor; P16473; TSHR-expressing cells, TSH-stimulated cAMP HTRF, 2 h; active compounds read low; activity change, negative = inhibition, % at 11.5 µM; 0.2% of 330,000 active; AID 504810;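 active = activity change below a set negative limit, meaning inhibition stronger than a set level, cut at about -70% in these data; inconclusive = activity change between two set negative limits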; also: % is scaled to controls: 0 for no effect and ±100 for the full control effect
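Antagonism was scored as loss of TSH-driven cAMP in TSHR cells, stimulated with 4nM TSH (EC80) for 2 hours at 37 deg C and detected by homogeneous HTRF competition immunoassay.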
uPA generation – blocks generation of uPA at the cell surface. cell surface uPA generation assay, qHTS. Potency, µM (top dose mostly 38.3 µM), inactives show at the highest dose activity change, negative = inhibition, hits mostly inhibitors. 0.31% of 330,000 active; active = well fitted inhibition curve with a large enough effect; inconclusive = small, poorly fitted or top-dose-only effect; inactive = no such curve, though single readings can be large or run the other way; tested in mouse RAW 264.7 cells; also: potency is read from the fitted curve at half-maximal effect; % is scaled to controls: 0 for no effect and ±100 for the full control effect; nearly all actives have a fitted effect of over 55% in size
B2AR arrestin – recruits beta-arrestin to the human beta2-adrenergic receptor | AID 492947 | Potency, µM (series often up to 46.1 µM), for inactives: at the top dose activation, most hits filed as activators | 0.02% of 330,000 active | beta-arrestin recruitment to beta2AR, cell-based reporter | P07550;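 also: potency is read from the fitted curve at half-maximal effect; 0% = DMSO controls and full agonism = EC100 isoproterenol or metaproterenol; nearly all actives have a fitted effect of over 65% in size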
USP2a block – inhibitors of human ubiquitin-specific protease USP2a; 0.01% of 330,000 active; USP2 core, Ub-CHOP2 coupled fluorogenic reporter, 485/531; AID 463254; Potency, µM (series often up to 38.3 µM), for the others: at the top dose activity change, negative = inhibition, usual class: inhibitors; O75604;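 also: potency is read from the fitted curve at half-maximal effect; plate controls were DMSO wells for no effect and full inhibition by NEM control for full effect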
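Cell-free coupled assay: 10nM USP2 core preincubated 30min RT with compound in Tris-HCl pH 8.0/CaCl2/CHAPS buffer, then 25nM Ub-CHOP2 and 25nM reporter substrate; fluorescence (Ex 485/Em 531) read after 60min RT, normalized to NEM inhibition, concentration-response curves fitted.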
Numbers without * were called inactive; [ ] = another dose, or the depositor's remark. Unless noted, calls follow the shape of the dose curve; as a rule, active = well fitted curve in the direction sought with a large enough effect; inconclusive = small, poorly fitted or top-dose-only effect, or another doubt; inactive = no such curve, though single readings can be large; an effect the other way counts as inactive or inconclusive.

What do the screens show for `O=C(NCCCN1CCOCC1)c1ccc(Cl)s1`?
PTAP TSG101 blk: 1%; Mito fusion act: -2%; ELG1 repair inh: 20%; Tb PFK block: 1%; TCR activator: 0%; Eya2 inh: -1%; Chronic BCR inh: inconclusive; TSHR antag: 4; B2AR arrestin: 0.4%; USP2a block: 0%

What do the screens show for `CCC(C)NC(=O)c1c(N)n(/N=C/c2cccs2)c2nc3ccccc3nc12` (configuration not stated)?
Mito fusion act: -3%; ELG1 repair inh: inconclusive; Tb PFK block: 1%; Eya2 inh: 9%; Chronic BCR inh: inconclusive; TSHR antag: -4; B2AR arrestin: 0.5%; USP2a block: 2%

How did CC(C)(C)c1ccc(C(=O)Nc2ccc(NC(=O)C(=O)O)cc2)o1 do in these assays?
PTAP TSG101 blk: 0%; Mito fusion act: 2%; ELG1 repair inh: -6%; Tb PFK block: 0%; TCR activator: -6%; Eya2 inh: -2%; Chronic BCR inh: inconclusive; TSHR antag: -8; uPA generation: -33%; B2AR arrestin: -0.2%; USP2a block: 2%

Results for CC(C)NC(=O)/C(=C/c1cn(-c2ccccc2)nc1-c1cccc([N+](=O)[O-])c1)NC(=O)c1ccccc1 ?
PTAP TSG101 blk: -3%; Mito fusion act: -2%; ELG1 repair inh: -2%; Tb PFK block: -1%; TCR activator: -1%[46.1 µM]; Eya2 inh: 0%; Chronic BCR inh: 0%; TSHR antag: -2; uPA generation: -3%; B2AR arrestin: -0.7%; USP2a block: -2%

What do the screens show for `Cc1csc(C2=C(O)CN(CCc3ccccc3)C2=N)n1`?
PTAP TSG101 blk: -13%; Mito fusion act: -3%; ELG1 repair inh: -31%; Tb PFK block: 0%; TCR activator: 0%; Eya2 inh: -9%; Chronic BCR inh: inconclusive; TSHR antag: -5; uPA generation: -10%; B2AR arrestin: 0.2%; USP2a block: -1%

How did COC(=O)c1ccccc1NC(=O)c1cccc(NC(=O)C(C)C)c1 do in these assays?
PTAP TSG101 blk: -1%; Mito fusion act: 13%; ELG1 repair inh: inconclusive; Tb PFK block: 5%; TCR activator: -8%; Eya2 inh: -3%; Chronic BCR inh: -2%; TSHR antag: -4; uPA generation: -10%; B2AR arrestin: 0.2%; USP2a block: 0%

How did COc1cc(CN(C)c2ccc(S(=O)(=O)N3CCCC3)cn2)ccc1OC(F)F do in these assays?
PTAP TSG101 blk: 2%; Mito fusion act: -4%; ELG1 repair inh: inconclusive; Tb PFK block: 1%; TCR activator: -4%; Eya2 inh: -19%; Chronic BCR inh: inconclusive; TSHR antag: -1; uPA generation: -10%; B2AR arrestin: -2.9%; USP2a block: 3%

How did O=C1C2CC(O)CN2C(=S)N1Cc1ccccc1 (configuration not stated) do in these assays?
PTAP TSG101 blk: -5%; Mito fusion act: -1%; ELG1 repair inh: inconclusive; Tb PFK block: -2%; TCR activator: 3%; Eya2 inh: 9%; Chronic BCR inh: -3%; TSHR antag: 17; uPA generation: 6%; B2AR arrestin: 0.0%; USP2a block: -3%

How did CC(NC(=O)c1csc2ccccc12)C1CCCO1 (configuration not stated) do in these assays?
PTAP TSG101 blk: 0%; Mito fusion act: -7%; ELG1 repair inh: inconclusive; Tb PFK block: -7%; TCR activator: 3%; Eya2 inh: 2%; Chronic BCR inh: 7%; TSHR antag: 5; B2AR arrestin: -0.2%; USP2a block: 0%

How did CSc1ccc(/C=N/NC(=O)c2cccc(O)c2)cc1 do in these assays?
PTAP TSG101 blk: 1%; Mito fusion act: -1%; ELG1 repair inh: inconclusive; Tb PFK block: -13%; TCR activator: 1%; Eya2 inh: 3%; Chronic BCR inh: inconclusive; TSHR antag: -10; uPA generation: -10%; B2AR arrestin: 0.0%; USP2a block: 1%

Results for O=C(NCCc1c[nH]c2ccccc12)C1CCCN(S(=O)(=O)c2ccccc2)C1 (configuration not stated) ?
PTAP TSG101 blk: -3%; Mito fusion act: 4%; ELG1 repair inh: -9%; Tb PFK block: 2%; TCR activator: -3%; Eya2 inh: 2%; Chronic BCR inh: 4%; TSHR antag: -27; uPA generation: 4%; B2AR arrestin: 0.2%; USP2a block: -1%

How did Cc1ccc(CN2CCSc3sccc3C2=O)cc1 do in these assays?
PTAP TSG101 blk: -5%; Mito fusion act: -7%; ELG1 repair inh: -8%; Tb PFK block: 0%; TCR activator: -2%; Eya2 inh: -11%; Chronic BCR inh: -17%; TSHR antag: -10; uPA generation: inconclusive; B2AR arrestin: 0.4%; USP2a block: 1%

What do the screens show for `COc1ccc(-n2c(C(C)(C)C)csc2=Nc2c(C)n(C)n(-c3ccccc3)c2=O)cc1`?
PTAP TSG101 blk: -6%; Mito fusion act: 0%; ELG1 repair inh: -2%; Tb PFK block: 3%; TCR activator: -2%[46.1 µM]; Eya2 inh: 5%; Chronic BCR inh: 0%; TSHR antag: 2; uPA generation: 1%; B2AR arrestin: -0.3%; USP2a block: -1%

What do the screens show for `CC(NC(=O)Cc1ccsc1)c1ccc(S(N)(=O)=O)cc1` (configuration not stated)?
PTAP TSG101 blk: -6%; Mito fusion act: 0%; ELG1 repair inh: 4%; Tb PFK block: -4%; TCR activator: 2%; Eya2 inh: -3%; Chronic BCR inh: 0%; TSHR antag: 3; uPA generation: -3%; B2AR arrestin: -0.3%; USP2a block: 1%

How did CCOC(=O)c1ccccc1NS(=O)(=O)c1ccc(OCC)cc1 do in these assays?
PTAP TSG101 blk: 0%; Mito fusion act: 8%; ELG1 repair inh: inconclusive; Tb PFK block: 0%; TCR activator: 0%; Eya2 inh: -2%; Chronic BCR inh: inconclusive; TSHR antag: -6; B2AR arrestin: 0.2%; USP2a block: -9%

How did CCCC(=O)Nc1ccccc1-c1nnn(CC(=O)Nc2ccc(OC)cc2)n1 do in these assays?
PTAP TSG101 blk: 0%; Mito fusion act: 1%; ELG1 repair inh: -29%; Tb PFK block: -3%; TCR activator: -3%; Eya2 inh: -17%; Chronic BCR inh: -1%; TSHR antag: -7; uPA generation: 9%; B2AR arrestin: -0.3%; USP2a block: 0%

How did CCn1c2ccccc2c2nn(C)c(=N)nc21 do in these assays?
PTAP TSG101 blk: -5%; Mito fusion act: 1%; ELG1 repair inh: -18%; Tb PFK block: -3%; TCR activator: -1%; Eya2 inh: -3%; Chronic BCR inh: 7%; TSHR antag: 3; uPA generation: -4%; B2AR arrestin: -0.2%; USP2a block: 0%

How did COC(=O)c1sccc1NC(=O)C1CC=CCC1C(=O)O (configuration not stated) do in these assays?
PTAP TSG101 blk: 0%; Mito fusion act: 0%; ELG1 repair inh: inconclusive; Tb PFK block: -3%; TCR activator: -34%; Eya2 inh: 4%; Chronic BCR inh: inconclusive; TSHR antag: 4; uPA generation: 5%; B2AR arrestin: 0.3%; USP2a block: -2%

How did O=C(O)c1cccc(Nc2ccnc(Nc3cccc(C(=O)O)c3)n2)c1 do in these assays?
PTAP TSG101 blk: 0%; Mito fusion act: 3%; ELG1 repair inh: 23%; Tb PFK block: 18%; TCR activator: 2%; Eya2 inh: -4%; Chronic BCR inh: -8%; TSHR antag: -6; uPA generation: 4%; B2AR arrestin: 0.4%; USP2a block: -1%

What do the screens show for `CCCCOc1ccc(CSc2n[nH]c(C)n2)cc1`?
PTAP TSG101 blk: -6%; Mito fusion act: 6%; ELG1 repair inh: inconclusive; Tb PFK block: 7%; TCR activator: -3%; Eya2 inh: -12%; Chronic BCR inh: -5%; TSHR antag: -14; B2AR arrestin: 0.5%; USP2a block: -6%

Results for Cc1ccc(OCCN2C(=O)c3ccccc3C2=O)c(C)c1 ?
PTAP TSG101 blk: -5%; Mito fusion act: 1%; ELG1 repair inh: 29%; Tb PFK block: -2%; TCR activator: 5%; Eya2 inh: -19%; Chronic BCR inh: 13%; TSHR antag: -2; uPA generation: 0%; B2AR arrestin: -0.5%; USP2a block: 2%

What do the screens show for `OC(CNCc1cccs1)c1ccccc1` (configuration not stated)?
PTAP TSG101 blk: -1%; Mito fusion act: -1%; ELG1 repair inh: -1%; Tb PFK block: -4%; TCR activator: 1%; Eya2 inh: 6%; Chronic BCR inh: 0%; TSHR antag: -1; uPA generation: -4%; B2AR arrestin: 2.8%; USP2a block: 1%

What do the screens show for `CC(C)C(=O)Nc1ccc(C(=O)NNC(=S)NC(=O)c2ccccc2[N+](=O)[O-])cc1`?
PTAP TSG101 blk: -1%; Mito fusion act: 0%; ELG1 repair inh: 1%; Tb PFK block: 2%; TCR activator: 1%; Eya2 inh: 2%; Chronic BCR inh: 1%; TSHR antag: -13; uPA generation: 9%; B2AR arrestin: -0.6%; USP2a block: 0%

Screening data: PubChem BioAssay, National Center for Advancing Translational Sciences (NCATS)
